Compound activity as filed in PubChem BioAssay.
ASAP1 inh: blocks human ASAP1-stimulated Arf1 GTP hydrolysis | Q9ULH1 | GDP FP detection | inhibition, % at 16.5 µM | hit rate 0.19% among 360,000 | AID 624377; in the data active means inhibition above about 25%;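 further: 0% = vehicle with enzyme and substrate and 100% = no enzyme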
Target sequence (Q9ULH1 325-724 limits assumed): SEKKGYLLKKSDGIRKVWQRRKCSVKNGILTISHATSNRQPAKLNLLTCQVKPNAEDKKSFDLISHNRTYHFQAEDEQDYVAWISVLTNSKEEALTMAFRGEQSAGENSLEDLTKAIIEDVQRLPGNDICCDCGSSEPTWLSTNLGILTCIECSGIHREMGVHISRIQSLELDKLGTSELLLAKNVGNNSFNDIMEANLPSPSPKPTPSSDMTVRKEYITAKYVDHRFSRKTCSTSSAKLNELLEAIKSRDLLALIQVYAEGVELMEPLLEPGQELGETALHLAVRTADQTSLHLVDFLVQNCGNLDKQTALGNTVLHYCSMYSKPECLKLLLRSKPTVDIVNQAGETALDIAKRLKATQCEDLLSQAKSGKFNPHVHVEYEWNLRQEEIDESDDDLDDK
ADAM10 inh: inhibits human ADAM10; O14672; recombinant ADAM10, EDANS/DABCYL FRET peptide cleavage, 3 h; inhibition, % at 7 µM; hit rate 0.62% among 370,000; AID 720582;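 active means inhibition above a per-campaign cutoff equal to the mean of compounds falling between control-based bounds plus 3 SD, cut at about 20% in these data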;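 further: 0% = DMSO wells while the 100% control is not disclosed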
TDP2 absorb: blocks human TDP2 phosphodiesterase activity; recombinant TDP2, T5PNP hydrolysis, p-nitrophenol absorbance 415 nm; inhibition, % at 12.8 µM; hit rate 0.34% among 370,000;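 active means inhibition above the mean of all tested compounds plus 3 SD, set per campaign, cut at about 25% in these data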;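 further: 0% = DMSO with enzyme and 100% = buffer with substrate but no TDP2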
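System – recombinant human TDP2 · Amount – 120 nM TDP2 per well · Buffer or medium – Mg2+-containing Tris-HCl buffer, pH 7.5 · Reagent – T5PNP substrate, 5 mM · Dosing – 12.8 µM single point, 1% DMSO · Incubation – 2 h at 37 °C · Measured by – epi absorbance · Read-out basis – percent inhibition · Benchmarks – high control without enzyme, low control DMSO plus TDP2 · Repeats – singlicate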
Tn7 DDE FP: inhibitors of Tn7 peptide binding to human fibrin DD(E); P02675; inhibition, % at 8.3 µM; AID 720508; hit rate 0.13% among 370,000; FP displacement of FITC-Tn7 peptide from fibrin DD(E); 0% = median of compound wells per plate;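 active means inhibition above the mean of compounds falling within the control limits plus 3 SD of them, cut at about 14% in these data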;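 further: 0% = plate median of compound wells and 100% = 10 µM Aha-Tn7 peptide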
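Also added: labelled Tn7 tracer, 0.1 µM; Assay system: human fibrin DD(E) protein; Amount: 2 µM fibrin DD(E); Schedule: 10 min compound pre-incubation, 3 h probe incubation at room temperature; Repeats: one replicate per compound; Read-out basis: percent inhibition; Measured by: fluorescence polarization of the labelled Tn7 tracer.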
PLC-beta3 inh: PLC-beta3 (human) inhibition, primary screen | Purified PLC-beta3, fluorogenic substrate, fluorescence | inhibition, % at 12.2 µM | hit rate 0.18% among 370,000 | AID 720704; in the data active means inhibition above about 11%;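 further: 0% = median of compound wells on plate and 100% = full blocker control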
PLC-gamma1 inh: PLC-gamma1 (human) inhibition, primary screen | hit rate 0.84% among 370,000 | P19174 | purified PLC-gamma1, fluorogenic substrate, fluorescence | inhibition, % at 12.2 µM; in the data active means inhibition above about 9.5%
ADAM17 inh: inhibits human ADAM17. recombinant ADAM17, EDANS/DABCYL FRET peptide cleavage. P78536. inhibition, % at 6.95 µM. hit rate 0.83% among 370,000. AID 720648;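 active means inhibition above the mean of compounds lying between control limits plus 3 SD, set per campaign, cut at about 8.5% in these data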;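 further: 0% = DMSO-only wells as the low control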
Target sequence (P78536 215-824 limits assumed): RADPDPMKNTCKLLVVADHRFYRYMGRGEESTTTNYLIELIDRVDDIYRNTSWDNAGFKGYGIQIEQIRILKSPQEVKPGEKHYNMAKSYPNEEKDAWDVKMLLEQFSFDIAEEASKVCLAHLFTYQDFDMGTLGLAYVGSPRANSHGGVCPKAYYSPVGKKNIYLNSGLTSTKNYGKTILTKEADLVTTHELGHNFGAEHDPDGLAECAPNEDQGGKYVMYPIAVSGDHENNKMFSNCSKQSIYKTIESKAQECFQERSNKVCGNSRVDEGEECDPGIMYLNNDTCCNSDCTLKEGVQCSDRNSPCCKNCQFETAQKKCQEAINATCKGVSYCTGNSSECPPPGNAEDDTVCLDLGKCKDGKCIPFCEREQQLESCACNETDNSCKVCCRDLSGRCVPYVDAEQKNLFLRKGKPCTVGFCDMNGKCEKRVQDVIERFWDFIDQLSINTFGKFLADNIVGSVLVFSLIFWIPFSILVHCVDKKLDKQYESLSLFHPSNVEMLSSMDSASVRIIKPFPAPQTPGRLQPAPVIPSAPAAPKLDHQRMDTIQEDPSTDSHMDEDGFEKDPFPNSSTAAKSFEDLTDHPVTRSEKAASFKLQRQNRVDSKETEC
SIAE inh: blocks human sialic acid acetylesterase; Q9HAT2; SIAE FP-Rh probe binding, fluorescence polarization; inhibition, % at 9.66 µM; hit rate 0.69% among 370,000;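 active means inhibition above a cutoff: mean of compounds within the control limits plus 3 SD of those, cut at about 17% in these data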;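 further: 0% = plate median of compound wells and 100% = probe without SIAE protein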
ARFGAP1 inh: inhibits rat ARF GTPase activating protein 1 | Q62848 | Arfgap1-stimulated ARF1 GTP hydrolysis, GDP FP detection | inhibition, % at 16.5 µM | hit rate 0.26% among 360,000 | AID 651572;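 active means inhibition above a per-plate limit, mean inhibition of low control wells plus 3 SD, cut at about 25% in these data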;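 further: 0% = DMSO wells with enzyme and 100% = wells lacking Arfgap1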
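Assay system: Rat Arfgap1 GAP domain (His6, aa 1-136), purified enzyme | Buffer or medium: HEPES 25 mM pH 7.5, NaCl 150 mM, MgCl2, DTT | Schedule: GTP hydrolysis reaction 2 h at 25 °C | Signal: FP of antibody-bound GDP Alexa 633 tracer, ex 620/em 688 nm | Measure: Percent inhibition of Arfgap1-stimulated GTP hydrolysis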
DDE Tn6 FP inh: disrupts Tn6 cyclic peptide binding to fibrin D-Dimer-E complex | P02675 | hit rate 0.21% among 370,000 | AID 720509 | inhibition, % at 8.3 µM | Fibrin DD(E) TRITC-Tn6 fluorescence polarization displacement;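 active means inhibition above a per-campaign cutoff: mean of compounds within control limits plus 3 SD, cut at about 15% in these data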;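 further: 0% = median of all compound wells on the plate and 100% = blocking peptide control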
Numbers without * were called inactive; . = not tested or not shown.

canonical_smiles | ASAP1 inh | ADAM10 inh | TDP2 absorb | Tn7 DDE FP | PLC-beta3 inh | PLC-gamma1 inh | ADAM17 inh | SIAE inh | ARFGAP1 inh | DDE Tn6 FP inh
CNC(=O)c1cc(NC(=O)CCn2nc(-c3ccc(C)cc3)c3ccccc3c2=O)ccc1OC | 6.8 | -0.5 | 6.0 | 4.1 | -2.1 | 1.8 | -1.1 | 7.4 | 9.8 | 5.0
COc1ccccc1N1CCN(C(=O)c2cccc(N3C(=O)C4C5C=CC(C5)C4C3=O)c2)CC1 (configuration not stated) | -3.0 | 2.8 | 6.8 | 1.7 | -4.8 | -0.9 | -1.5 | -2.3 | 4.9 | -1.9
C1=C[C@H]2CC[C@@H]1N(c1ccccc1)O2 | 9.0 | -5.5 | 2.1 | -7.5 | 2.6 | 2.1 | -0.1 | 4.7 | 12.0 | -6.9
Cc1ccc(NC(=O)COC(=O)Cn2nc(-c3ccc(F)cc3)oc2=O)cc1C | -14.3 | -0.8 | -3.2 | -3.3 | 2.2 | -2.8 | 1.0 | 2.7 | -4.7 | -3.1
CC1(c2nnc(-c3ccncc3)o2)CC(c2c(Cl)cccc2Cl)=NO1 (configuration not stated) | 3.6 | -7.8 | 9.0 | -2.4 | -4.8 | -2.8 | -6.8 | -6.0 | -3.7 | -4.5
O=C(Nc1nc2ncccn2c1-c1ccccc1)c1ccccc1 | . | -161.6 | -2.3 | -3.4 | -213.5 | -163.6 | -52.4 | -0.2 | . | 5.1
Cc1cccc(C)c1-n1nnnc1C(c1cccs1)N1CCN(C/C=C/c2ccccc2)CC1 (configuration not stated) | -13.1 | 1.5 | -14.3 | 0.9 | -0.4 | 0.3 | 0.1 | -0.6 | -3.8 | -5.6
Cc1ccc2nc(-c3cccnc3)oc2c1 | -1.6 | -96.4 | 6.0 | -1.6 | -13.9 | -11.0 | -18.6 | 2.6 | -2.0 | 10.1
CN1CCN(S(=O)(=O)NC[C@H]2O[C@@H](n3cnc4c(N)ncnc43)[C@H](O)[C@@H]2O)CC1 | -3.2 | -7.0 | -5.0 | -2.8 | 1.0 | -2.2 | -2.6 | 3.4 | 3.8 | -3.0
CCOc1ccc2[nH]c(=O)c(=O)[nH]c2c1 | -7.8 | -9.8 | -1.4 | 5.0 | -22.1 | -10.3 | -3.4 | -0.7 | -13.3 | 3.2
CSCCC(C(=O)Nc1c(C)cccc1C)N(Cc1ccccc1)Cc1ccccc1 (configuration not stated) | -7.4 | 1.7 | -9.3 | 1.3 | 3.4 | 0.5 | 3.8 | -9.8 | -15.9 | 9.7
N#CCCn1cc(/C=N/NC(N)=S)c(-c2ccccc2)n1 | 16.2 | -0.5 | 9.3 | -0.8 | -0.8 | 0.6 | -0.2 | 6.0 | 7.4 | -3.9

Molecules shown so far that contain an aryl methoxy group:
canonical_smiles | ASAP1 inh | ADAM10 inh | TDP2 absorb | Tn7 DDE FP | PLC-beta3 inh | PLC-gamma1 inh | ADAM17 inh | SIAE inh | ARFGAP1 inh | DDE Tn6 FP inh
CNC(=O)c1cc(NC(=O)CCn2nc(-c3ccc(C)cc3)c3ccccc3c2=O)ccc1OC | 6.8 | -0.5 | 6.0 | 4.1 | -2.1 | 1.8 | -1.1 | 7.4 | 9.8 | 5.0
COc1ccccc1N1CCN(C(=O)c2cccc(N3C(=O)C4C5C=CC(C5)C4C3=O)c2)CC1 (configuration not stated) | -3.0 | 2.8 | 6.8 | 1.7 | -4.8 | -0.9 | -1.5 | -2.3 | 4.9 | -1.9

Next results follow.
canonical_smiles | ASAP1 inh | ADAM10 inh | TDP2 absorb | Tn7 DDE FP | PLC-beta3 inh | PLC-gamma1 inh | ADAM17 inh | SIAE inh | ARFGAP1 inh | DDE Tn6 FP inh
CCS(=O)(=O)N1CCC(N2CCC(C)CC2)CC1 | -6.1 | -4.6 | -3.2 | 7.4 | -6.0 | 1.9 | -3.8 | -3.9 | -5.3 | 3.1
CCOC(=O)N1CCN(CC(O)COc2ccc3c(c2)CCC3)CC1 (configuration not stated) | 0.9 | 0.8 | -7.9 | 7.6 | -9.4 | -1.3 | 0.1 | 1.7 | 11.6 | -1.7
COc1ccc(Cl)cc1Nc1ncnc2sc(C)c(S(=O)(=O)N3CCC(C)CC3)c12 | -6.4 | 1.2 | -10.3 | 2.3 | -1.5 | 0.7 | 0.6 | 10.7 | -16.8 | -1.1
O=C1c2ccc(Br)cc2C(=O)N1c1ccc(Cc2ccncc2)cc1 | -0.2 | -9.5 | 6.1 | -1.6 | 0.9 | 0.0 | -2.4 | 2.4 | 10.1 | -3.1
COc1ccc(C(=O)NC2=NCCS2)cc1S(=O)(=O)N1CCCCC1C (configuration not stated) | 10.1 | -1.8 | 9.9 | 1.1 | 1.4 | -0.7 | -1.7 | -6.0 | 5.7 | -0.9
Cc1nn(C2CCS(=O)(=O)C2)c(C)c1CN(C)C(=O)c1ccc(Cl)cc1 (configuration not stated) | 0.2 | -7.2 | -0.9 | 3.5 | -9.4 | -0.1 | -7.3 | -3.4 | 11.7 | -0.4
O=[N+]([O-])c1nn(-c2ccc3c(c2)OCCO3)n(O)c1=NC1CCCC1 | -4.2 | -6.4 | -4.4 | -2.8 | 1.1 | -0.3 | -1.0 | 4.2 | 1.8 | -4.5
CCOC(=O)C(NC(C)=O)(OCc1ccccc1)C(F)(F)F (configuration not stated) | 2.1 | 0.6 | -6.5 | -2.6 | 3.0 | 3.1 | -0.7 | -2.1 | -1.6 | 4.3
Nn1c(SCc2ccccc2F)nnc1-c1ccccn1 | 0.3 | -13.2 | 2.9 | 6.1 | -7.0 | 3.0 | -4.0 | -3.9 | -2.4 | 2.6
Cc1ccc(-c2nnn(CC(=O)N(c3ccc4c(c3)OCCO4)C(C(=O)NCC3CCCO3)c3ccc(F)cc3)n2)o1 (configuration not stated) | -13.3 | 6.3 | -0.5 | 2.5 | 2.0 | 2.1 | -4.1 | -3.6 | 1.6 | 3.4
O=S(=O)(NCCNc1ncc(C(F)(F)F)cc1Cl)C(F)(F)F | 15.6 | 10.5 | -3.2 | -2.1 | -0.6 | -2.0 | 2.5 | 4.6 | -14.3 | 9.6
CCC(C)NS(=O)(=O)c1ccc(NS(=O)(=O)c2ccc(F)cc2)cc1 (configuration not stated) | 7.8 | 0.4 | 8.0 | -4.6 | -2.0 | -1.1 | -6.1 | 4.8 | -2.6 | 0.0
CCOC(=O)CCN(C(=O)Nc1ccccc1)C1CCCCC1 | 4.6 | 3.9 | 5.8 | 4.6 | 3.2 | 2.1 | -3.2 | -0.8 | 3.4 | -2.8
CC1CCCCC12NC(=O)N(CC(=O)NC1CCCc3ccccc31)C2=O (configuration not stated) | 11.6 | -8.0 | -2.7 | -1.0 | -1.8 | -0.6 | -2.9 | -3.5 | -2.0 | 7.9
Cc1ccc2nc(CCc3nc4ccc(C)cc4o3)oc2c1 | -14.4 | 3.8 | -3.4 | -5.9 | -3.4 | 3.8 | 0.0 | 4.0 | 8.3 | 0.0
CC(C)(Oc1ccc(Cl)cc1)C(=O)NC1=NN(c2ccccc2)C(=O)C1 | 6.6 | 8.0 | -6.8 | -3.1 | 7.2 | -1.2 | 6.0 | 13.1 | 5.9 | 5.4
CC(=O)NCCNc1nc2cc(-c3ccccc3CO)sc2c(=O)n1C | -1.4 | -27.5 | -2.6 | 3.6 | -5.9 | -5.5 | -12.2 | 0.5 | -13.2 | 0.5
O=C(NC(=O)N1CCSCC1)c1c(Cl)cccc1Cl | 1.0 | -4.0 | 13.2 | -7.5 | -2.5 | 1.3 | -0.8 | 2.6 | 1.7 | 4.2
Cc1occc1-c1nnc(SCC(=O)N2CCCCC2)o1 | 7.0 | -5.6 | 1.6 | 5.2 | -7.2 | 2.0 | -6.0 | 0.0 | 0.3 | -6.1
CN1C(=O)c2ccc(NC(=O)c3c(C(=O)O)cccc3[N+](=O)[O-])cc2C1=O | 2.6 | -20.6 | -11.3 | 0.2 | -202.7 | -139.1 | -6.2 | 3.3 | 25.7* | -12.0
Cc1cc(CNC(=O)C2(C(F)(F)F)C/C(=C\CCO)CCCO2)nn1C (configuration not stated) | -10.5 | -16.1 | -1.6 | 4.9 | 3.0 | 4.2 | -4.0 | 5.0 | -0.9 | -2.0
CCOc1ccccc1NC(=O)Nc1ccsc1C(=O)OC | -4.6 | -1.9 | -5.1 | -6.8 | -8.0 | -2.0 | 1.6 | 10.9 | 5.3 | -8.8
Cc1cc(NC(=O)CSCC(=O)Nc2cc(Cl)ccc2N2CCN(C)CC2)no1 | 15.7 | -10.3 | 5.3 | -5.3 | -5.3 | 3.6 | 2.5 | 3.0 | 0.6 | 3.0
CCc1ccc(NCc2nc(-c3ccccc3)no2)cc1 | -10.2 | 14.0 | -10.1 | -6.3 | 0.4 | 2.3 | 6.2 | 4.7 | 8.0 | -4.1
Fc1cccc(NC(=S)N2CCn3cccc3C2c2cccnc2)c1 (configuration not stated) | 7.5 | -2.1 | 12.7 | -2.9 | -8.2 | -4.0 | -2.7 | 25.0* | 8.3 | 5.3
COc1ccc(CNC(=O)c2cccnc2)cc1 | -0.3 | 2.3 | 17.2 | -6.8 | -4.0 | 1.1 | -1.0 | -2.0 | 9.0 | -3.7
CC(C)(C)n1ncc2c(=O)n(Cc3ccccc3Br)cnc21 | -1.0 | -2.6 | 0.6 | -3.0 | -8.5 | -6.7 | -4.3 | -1.0 | -2.6 | 0.5
Cn1c(=N)n(CC(=O)C(C)(C)C)c2ccccc21 | -1.9 | 10.4 | 3.9 | 10.6 | -1.2 | 0.8 | -1.4 | 4.2 | -4.3 | -0.6
Cc1cccc(CN2C(=O)c3ccccc3Sc3ccc(C(=O)NCCN4CCOCC4)cc32)c1 | -0.5 | 14.9 | -7.6 | -1.1 | -5.3 | 1.4 | -0.2 | -2.2 | 8.5 | -4.2
CCc1nc(SCC(=O)Nc2ccccc2C(=O)OC)n[nH]1 | -0.8 | 8.3 | -13.7 | -11.9 | 2.7 | 5.9 | 4.6 | -3.4 | 3.0 | 0.4
CCOc1ccc(CCNC(=O)c2cccc(S(=O)(=O)N3CCCCC3)c2)cc1OCC | -10.3 | -10.3 | -10.4 | -1.0 | -4.8 | 1.9 | -1.6 | 3.9 | 3.8 | 9.4
CC(=O)c1sc(NC(=O)COc2ccc(C(C)C)c(C)c2)nc1C | 11.8 | -1.6 | -20.2 | 3.1 | 3.6 | 7.3 | 1.4 | -7.0 | 6.5 | 1.6
COc1cccc(-c2nnc3n2N=C(c2cc(OC)ccc2OC)CS3)c1 | -4.3 | -3.2 | 1.0 | 3.2 | -5.1 | 4.5 | -2.6 | -2.4 | -5.2 | -1.4
